Compound activity: PubChem, National Center for Advancing Translational Sciences (NCATS)
HepG2 tox: counter-screen for TGF-b inhibitors: cytotoxicity in HepG2 cells; hit rate 0.76% among 410,000; HepG2 CAGA-GFP viability, ATP luminescence, 18 h; AID 588856; Potency, µM (highest dose often 46.1 µM), for the others: at the top dose activity change, negative = cytotoxicity, most hits filed as cytotoxic; further: potency means the concentration at half of the fitted maximal effect; some results filed as inactive show a strong effect at the top dose
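CellTiter-Glo luminescence gave cytotoxicity after 18 hours at 37 degrees C. The cells were HepG2 CAGA-GFP in 1% FBS DMEM, stimulated with 500 pg/mL TGF-beta after compound addition. %Activity was normalised to no-cell wells (complete cell-killing) and DMSO (no toxicity), and curves were fitted and classified.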
A549 viability: counter-screen for Nrf2 inhibitors: cytotoxicity in A549 cells; AID 504648; hit rate 0.16% among 390,000; Potency, µM (series often up to 46 µM), without a hit: top-dose activity change, negative = cytotoxicity, usual class: inhibitors; A549 ARE-Fluc cells, CellTiter-Fluor viability, 18-24 h; further: potency means the concentration at half of the fitted maximal effect; on the % scale 0 is the no-effect control and ±100 the full control effect
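A549 ARE-Fluc cells in 5% FBS OPTI-MEM, 5000 cells/well, rested 2 h then exposed to compounds in concentration-response for 18-24 h at 37 °C. Viability by CellTiter-Fluor fluorescence (Ex 405/Em 525) after 30 min; luciferase luminescence (BugLite, 15 min, RT) read afterwards.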
MCF10A rereplic: inducers of DNA re-replication in MCF 10A breast cells; MCF 10A DNA re-replication, Hoechst nuclear intensity, 48 h; AID 624296; hit rate 2.9% among 350,000; Potency, µM (titrated, usually from 46.1 µM), for inactives: top-dose activity, positive = re-replication, most hits filed as activators; further: potency means the concentration at half of the fitted maximal effect; % of control where 0% means no effect; nearly all actives have a fitted effect of over 50% in size
IL1B secr inh: inhibitors of inflammasome signaling (IL-1 beta secretion). THP-1 LPS/ATP IL-1B secretion, AlphaLISA, 16 h; hits give low values. hit rate 4.7% among 360,000. activity change, % at 57.5 µM; in the data active means activity change below about -50%; inconclusive means mostly about -30% to -49%; further: on the % scale 0 is the no-effect control and ±100 the full control effect
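THP-1 cells pretreated 1 hr with compounds (up to 57.5 uM final), then stimulated with LPS (250 ng/mL final) plus ATP (1.25 mM final); secreted IL-1B measured by AlphaLISA after 16 hr, decreased signal indicating inhibition.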
Nrf2 inh: Nrf2 pathway inhibition. A549 ARE-Fluc reporter, luciferase luminescence, 18-24 h. Potency, µM (titrated, usually from 46 µM), for inactives: at the top dose activity change, negative = inhibition, most hits filed as inhibitors. hit rate 2.1% among 360,000; further: potency means the concentration at half of the fitted maximal effect; on the % scale 0 is the no-effect control and ±100 the full control effect; nearly all actives have a fitted effect of over 60% in size
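A549 ARE_Fluc cells, 5000/well, 5% FBS OPTI-MEM; compounds in dose-response, 18-24 h at 37 °C/5% CO2; CellTiter-Fluor viability read (Ex 405/Em 525), then BugLite luciferase luminescence = Nrf2 activity.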
Nrf2 activator: activators of Nrf2 (ARE) signaling; AREc32 ARE-luciferase reporter (MCF7-derived line), luminescence, 24 h; Potency, µM (series often up to 46.1 µM), for inactives: at the highest dose activation, hits mostly activators; hit rate 0.31% among 410,000; AID 624171; further: potency means the concentration at half of the fitted maximal effect; % of control where 0% means no effect; nearly all actives have a fitted effect of over 65% in size
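Luminescent ARE reporter assay in AREc32_Fluc cells: overnight plating at 37 deg C, 24 hr compound incubation, Steady-Glo added, 30 min RT before reading.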
ATXN viability: reduces viability in counter-screen for ATXN expression inhibitors; S2 cells (HEK-293 line with an ATXN2-luciferase reporter) viability, CellTiter-Fluor protease fluorescence, 24 h; Potency, µM (doses to about 56.7 µM), hits mostly cytotoxic; hit rate 0.49% among 400,000; AID 651635; further: potency means the concentration at half of the fitted maximal effect; nearly all actives have a fitted effect of over 40% in size
ATXN2 expr inh: inhibitors of ATXN2 expression | Potency, µM (top dose mostly 57 µM), for the others: at the top dose activity change, negative = inhibition, usual class: inhibitors | AID 1745845 | HEK-293 ATXN2-luciferase reporter, luminescence, 24 h | hit rate 0.72% among 360,000; further: potency means the concentration at half of the fitted maximal effect; on the % scale 0 is the no-effect control and ±100 the full control effect; nearly all actives have a fitted effect of over 55% in size
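qHTS (up to 57 uM final) was run with 24 h compound exposure of reporter cells at 37 °C. Each well was multiplexed: SteadyGlo luminescence measured ATXN2-luciferase expression after a fluorogenic Gly-Phe-AFC viability readout (25 uM final).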
TGFb inhibitor: inhibitors of TGF-b signaling | HepG2 CAGA-GFP TGF-b/SMAD3 reporter, GFP fluorescence, 18 h; TGF-beta stimulated, 500 pg/mL final | AID 588855 | hit rate 1.2% among 410,000 | Potency, µM (titrated, usually from 46.1 µM), inactives show at the highest dose activity, negative = inhibition, usual class: inhibitors; further: potency means the concentration at half of the fitted maximal effect; on the % scale 0 is the no-effect control and ±100 the full control effect; nearly all actives have a fitted effect of over 65% in size
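First, reporter cells (HEPG2 CAGA-GFP) rested 2 h at 37 degrees C. Next, compounds were pinned in and TGF-beta added to 500 pg/mL final. After 18 h, GFP was imaged per cell and summed per well.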
Numbers without * were called inactive; & = joins results of further samples; [ ] = another dose, or the depositor's remark. Unless noted, the call rests on the fitted dose curve; in most records, active means well fitted curve in the direction sought with a large enough effect; inconclusive means small, poorly fitted or top-dose-only effect, or another doubt; inactive means no such curve, though single readings can be large; an effect the other way counts as inactive or inconclusive.

The first 2 compounds, ahead of the listing:
How did Cc1cccc(Nc2nc(N)c([N+](=O)[O-])c(N3CCCC(C)C3)n2)c1 (stereo unspecified) do in these assays?
HepG2 tox: -88.4%; A549 viability: -18.2%; MCF10A rereplic: inconclusive; IL1B secr inh: -102.6*; Nrf2 inh: 16.4µM*; Nrf2 activator: 4.0%; ATXN viability: inconclusive; ATXN2 expr inh: inconclusive; TGFb inhibitor: inconclusive

Results for CCOC(=O)c1ccc(NS(=O)(=O)c2cn(C)c(C)n2)cc1 ?
HepG2 tox: -4.9%; A549 viability: 14.8%; Nrf2 activator: 0.2%; ATXN viability: inactive; ATXN2 expr inh: 4.3%; TGFb inhibitor: 19.1%

This part in full, repeating the preview:
How did Cc1cccc(Nc2nc(N)c([N+](=O)[O-])c(N3CCCC(C)C3)n2)c1 (stereo unspecified) do in these assays?
HepG2 tox: -88.4%; A549 viability: -18.2%; MCF10A rereplic: inconclusive; IL1B secr inh: -102.6*; Nrf2 inh: 16.4µM*; Nrf2 activator: 4.0%; ATXN viability: inconclusive; ATXN2 expr inh: inconclusive; TGFb inhibitor: inconclusive

Results for CCOC(=O)c1ccc(NS(=O)(=O)c2cn(C)c(C)n2)cc1 ?
HepG2 tox: -4.9%; A549 viability: 14.8%; Nrf2 activator: 0.2%; ATXN viability: inactive; ATXN2 expr inh: 4.3%; TGFb inhibitor: 19.1%

What do the screens show for `COc1cc(NC(=O)c2ncn(-c3ccccc3)n2)cc(OC)c1`?
HepG2 tox: -19.0%; A549 viability: 0.4%; Nrf2 inh: inconclusive; Nrf2 activator: 8.9%

How did O=C(CN1C(=O)CC(c2ccccc2)Sc2ccccc21)NCC1CCCO1 (stereo unspecified) do in these assays?
HepG2 tox: -12.9%; A549 viability: 4.2%; MCF10A rereplic: 0.2%; IL1B secr inh: 41.1; Nrf2 inh: -9.0%; Nrf2 activator: -0.4%; ATXN viability: inactive; ATXN2 expr inh: 5.3%; TGFb inhibitor: -1.0%

How did O=C1NC2(CCCC2)Oc2ccccc21 do in these assays?
HepG2 tox: -0.7%; A549 viability: 0.1%; MCF10A rereplic: -0.8%; IL1B secr inh: 16.9; Nrf2 inh: 0.5%; Nrf2 activator: -0.8%; ATXN viability: inactive; ATXN2 expr inh: -0.6%; TGFb inhibitor: 6.0%

What do the screens show for `CCCCCCCN1C(Nc2ccccc2)=NC[C@@H]1CC(C)C`?
HepG2 tox: -38.1%; A549 viability: 7.9%; MCF10A rereplic: 14.4%; IL1B secr inh: -77.8*; Nrf2 inh: 15.6%; Nrf2 activator: -3.1%; ATXN viability: inconclusive; ATXN2 expr inh: -20.3%; TGFb inhibitor: inconclusive

Results for CC(=O)c1cccc(CN2CCC(C(=O)Nc3cccc(-c4ccn[nH]4)c3)CC2)c1 ?
HepG2 tox: -42.7%; A549 viability: 2.6%; MCF10A rereplic: 5.6%; IL1B secr inh: -2.0; Nrf2 inh: inconclusive; Nrf2 activator: 2.1%; ATXN viability: inactive; ATXN2 expr inh: -6.3%; TGFb inhibitor: 0.0%

What do the screens show for `COc1ccc(-c2cc3cc(F)ccc3cn2)cc1`?
HepG2 tox: -3.9%; A549 viability: 5.8%; MCF10A rereplic: 16.3%; IL1B secr inh: 44.8; Nrf2 inh: inconclusive; Nrf2 activator: 9.6%; ATXN viability: inactive; ATXN2 expr inh: 66.2%[activator]; TGFb inhibitor: 0.3%

Results for CCC(=O)OCC(=O)Nc1cc(C)c(C)cc1[N+](=O)[O-] ?
HepG2 tox: -3.4%; A549 viability: -4.1%; MCF10A rereplic: 2.0%; IL1B secr inh: 2.0; Nrf2 inh: -9.4%; Nrf2 activator: -0.5%; ATXN viability: inactive; ATXN2 expr inh: 3.9%; TGFb inhibitor: -6.1%

How did CCC(=O)N1CCCc2cc(S(=O)(=O)N3CCC(C(=O)Nc4ccc(F)c(F)c4)CC3)ccc21 do in these assays?
HepG2 tox: -16.2%; A549 viability: 1.1%; Nrf2 activator: 0.1%; ATXN viability: inactive; ATXN2 expr inh: inconclusive; TGFb inhibitor: inconclusive

How did COc1cccc(CNC(=O)CCCn2ncn3c(cc4occc43)c2=O)c1OC do in these assays?
HepG2 tox: -24.2%; A549 viability: 0.3%; Nrf2 inh: 12.7%; Nrf2 activator: -0.6%; ATXN viability: inactive; ATXN2 expr inh: 11.6%; TGFb inhibitor: -23.8%

Results for CCOC(=O)N1CCN(S(=O)(=O)N2CCCC(C(=O)NCc3cccc(OC)c3)C2)CC1 (stereo unspecified) ?
HepG2 tox: 3.5%&1.1%; A549 viability: 0.1%&14.5%; MCF10A rereplic: 6.1%; IL1B secr inh: 7.2; Nrf2 inh: -39.0%; Nrf2 activator: -0.1%&0.1%; ATXN viability: inactive; ATXN2 expr inh: -3.8%; TGFb inhibitor: 4.3%&-15.7%

Results for CCc1cc(-c2nnn(CCC3COCCO3)c2C(C)(C)O)ccc1-c1cn(CCc2c[nH]c3ccccc23)nn1 (stereo unspecified) ?
HepG2 tox: -40.8%; IL1B secr inh: 142.0; Nrf2 activator: 4.7%; ATXN viability: inconclusive; ATXN2 expr inh: inconclusive; TGFb inhibitor: -11.0%

How did Cc1ccc(-c2nnn(CC(=O)N(c3cnc4ccccc4c3)C(C(=O)NC3CCCC3)c3ccncc3)n2)o1 (stereo unspecified) do in these assays?
HepG2 tox: -26.7%; A549 viability: -12.4%; MCF10A rereplic: inconclusive; IL1B secr inh: 23.6; Nrf2 inh: inconclusive; Nrf2 activator: -0.7%; ATXN viability: inactive; ATXN2 expr inh: -38.9%; TGFb inhibitor: 13.4%

How did CC(C)CC(Nc1ncnc2scc(-c3ccccc3)c12)C(=O)O (stereo unspecified) do in these assays?
HepG2 tox: 1.2%; A549 viability: -2.9%; MCF10A rereplic: 1.4%; IL1B secr inh: 29.4; Nrf2 inh: -17.9%; Nrf2 activator: -0.6%; ATXN viability: inactive; TGFb inhibitor: -0.8%

Results for O=C(CN(c1ccccc1)S(=O)(=O)c1ccccc1)Nc1ccc(F)cc1 ?
HepG2 tox: 0.2%; A549 viability: 4.2%; MCF10A rereplic: 9.0%; IL1B secr inh: -22.7; Nrf2 inh: inconclusive; Nrf2 activator: -0.2%; ATXN viability: inactive; ATXN2 expr inh: 7.6%; TGFb inhibitor: 6.3%

What do the screens show for `Cc1ccccc1-c1cc2c(c3c1ccn3C)C1CCC2O1` (stereo unspecified)?
HepG2 tox: -4.5%; IL1B secr inh: 40.6; Nrf2 activator: 0.2%; ATXN viability: inactive; ATXN2 expr inh: -3.7%; TGFb inhibitor: inconclusive

Results for Cc1ccc(S(=O)(=O)/C(C#N)=C/c2c(N3CC(C)OC(C)C3)nc3ccccn3c2=O)cc1 (stereo unspecified) ?
HepG2 tox: -9.5%; A549 viability: -7.1%; MCF10A rereplic: 5.7%; IL1B secr inh: 5.1; Nrf2 inh: -8.0%; Nrf2 activator: -0.2%; ATXN viability: inactive; ATXN2 expr inh: -2.6%; TGFb inhibitor: -5.5%

What do the screens show for `COc1ccc2oc3ccccc3c(=O)c2c1`?
HepG2 tox: -28.3%; A549 viability: 1.4%; MCF10A rereplic: 1.2%; IL1B secr inh: -3.5; Nrf2 inh: inconclusive; Nrf2 activator: inconclusive; ATXN viability: inactive; ATXN2 expr inh: 25.5%; TGFb inhibitor: -16.8%

Results for O=S(=O)(Nc1ncccn1)c1ccc(NC(=S)NCc2cccnc2)cc1 ?
HepG2 tox: -32.8%; A549 viability: 3.0%; MCF10A rereplic: 3.5%; IL1B secr inh: 12.8; Nrf2 inh: -5.9%; Nrf2 activator: -0.6%; ATXN viability: inactive; ATXN2 expr inh: -12.5%; TGFb inhibitor: -0.3%

What do the screens show for `CCCS(=O)(=O)NC(=O)C1(C)CCN(C(=O)/C=C/c2ccccc2)C1` (stereo unspecified)?
HepG2 tox: -14.5%; IL1B secr inh: 8.9; Nrf2 activator: -0.1%; ATXN viability: inactive; ATXN2 expr inh: 15.5%; TGFb inhibitor: -5.2%

Results for O=C1CCC(C(=O)N2CCN(c3ccccc3)CC2)CN1CC1CCCCC1 (stereo unspecified) ?
HepG2 tox: -9.4%; A549 viability: -0.3%; MCF10A rereplic: -3.3%; IL1B secr inh: 14.3; Nrf2 inh: -14.3%; Nrf2 activator: 0.1%; ATXN viability: inactive; ATXN2 expr inh: -6.5%; TGFb inhibitor: -34.5%

What do the screens show for `CCOC(=O)C1=C(O)/C(=C/c2ccc(CNC(=O)C(=O)Nc3ccc(C)cc3)o2)N=C1C`?
HepG2 tox: -11.0%; A549 viability: -25.0%; MCF10A rereplic: -3.3%; IL1B secr inh: 0.5; Nrf2 activator: 0.1%; ATXN viability: inconclusive; ATXN2 expr inh: inconclusive; TGFb inhibitor: 21.0%

Results for COc1ccc(-n2cc(CNCc3cccnc3)c(-c3cccc(F)c3)n2)cc1 ?
HepG2 tox: -47.4%; A549 viability: -8.0%; MCF10A rereplic: 12.7%; IL1B secr inh: inconclusive; Nrf2 inh: 18.7%; Nrf2 activator: 3.9%; ATXN viability: inactive; ATXN2 expr inh: -1.4%; TGFb inhibitor: 2.3%

How did CC(C)(C)c1cc(C(=O)NNC(=O)c2ccc(Cl)cc2)no1 do in these assays?
HepG2 tox: 10.1%; A549 viability: -8.8%; MCF10A rereplic: 0.0%; IL1B secr inh: -10.3; Nrf2 inh: -21.2%; Nrf2 activator: 0.1%; ATXN viability: inactive; ATXN2 expr inh: 13.8%; TGFb inhibitor: 10.1%

How did COc1cc(CN2CCC(Cc3ccccc3)CC2)cc(OC)c1OC do in these assays?
HepG2 tox: -24.2%; A549 viability: -0.2%; MCF10A rereplic: inconclusive; IL1B secr inh: -26.1; Nrf2 inh: 0.6%; Nrf2 activator: -1.3%; ATXN viability: inactive; ATXN2 expr inh: -12.2%; TGFb inhibitor: 0.8%
